CatL inh: inhibitors of human cathepsin L. P07711. purified cathepsin L, fluorogenic substrate, fluorescence. inhibition, %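 (tested at 10 µM)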. hit rate 0.17% among 58,000. AID 460; in the data active = inhibition above about 45%;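 note: 0% = enzyme with no compound and 100% = no enzyme blank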
FXIIa mix inh: blocks human factor XIIa in pooled compound mixtures; P00748; purified FXIIa, fluorogenic substrate; inhibition, % at 5 µM; hit rate 0.2% among 62,000;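 note: 0% = enzyme without compound and 100% = no enzyme blank; some results filed as inactive read as strong as hits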
Target sequence (P00748 20-372 limits assumed): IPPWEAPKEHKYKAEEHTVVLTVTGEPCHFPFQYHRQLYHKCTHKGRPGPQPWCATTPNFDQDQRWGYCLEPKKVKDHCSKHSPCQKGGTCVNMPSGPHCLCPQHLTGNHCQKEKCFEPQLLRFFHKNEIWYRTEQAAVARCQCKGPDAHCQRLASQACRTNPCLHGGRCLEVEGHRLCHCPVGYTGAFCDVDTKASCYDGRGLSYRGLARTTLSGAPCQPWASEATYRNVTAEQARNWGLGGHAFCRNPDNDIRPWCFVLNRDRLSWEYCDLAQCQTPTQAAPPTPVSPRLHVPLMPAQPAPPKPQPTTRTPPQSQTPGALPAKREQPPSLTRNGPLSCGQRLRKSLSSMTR
Target sequence (P00748 373-615 limits assumed): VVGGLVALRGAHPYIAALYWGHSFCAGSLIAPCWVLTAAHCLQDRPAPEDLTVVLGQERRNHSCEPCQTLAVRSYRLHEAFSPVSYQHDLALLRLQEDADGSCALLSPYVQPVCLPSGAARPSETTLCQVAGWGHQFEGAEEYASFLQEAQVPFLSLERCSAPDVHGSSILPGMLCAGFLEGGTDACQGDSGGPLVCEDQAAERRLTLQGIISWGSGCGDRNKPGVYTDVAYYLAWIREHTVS
CatB mix inh: human cathepsin B inhibition by mixtures | hit rate 0.06% among 62,000 | AID 488 | P07858 | Purified cathepsin B, AMC dipeptide fluorescence, compound mixtures | inhibition, %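 (ten-compound pools at 5 µM per compound and 50 µM total)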; in the data active = inhibition above about 22%, passing the limit was not always enough;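 note: 0% = enzyme without compound and 100% = no enzyme blank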
CatS inh: inhibitors of human cathepsin S; P25774; recombinant cathepsin S, AMC dipeptide fluorescence, pooled mixtures; inhibition, %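 (tested at 5 µM per compound within 10-compound mixtures)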; hit rate 0.06% among 62,000; in the data active = inhibition above about 32%, passing the limit was not always enough;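 note: 0% = enzyme without compound and 100% = blank without enzyme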
Target sequence (P25774 115-331 limits assumed): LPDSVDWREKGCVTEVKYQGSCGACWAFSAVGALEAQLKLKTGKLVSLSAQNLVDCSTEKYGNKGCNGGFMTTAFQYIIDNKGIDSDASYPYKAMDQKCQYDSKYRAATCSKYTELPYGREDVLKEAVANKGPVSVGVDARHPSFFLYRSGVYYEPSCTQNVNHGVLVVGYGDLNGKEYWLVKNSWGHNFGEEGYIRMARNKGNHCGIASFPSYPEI
CatB block: blocks human cathepsin B protease activity | inhibition, %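 (tested at 10 µM)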 | AID 453 | purified cathepsin B, fluorogenic substrate, fluorescence | P07858 | hit rate 0.1% among 63,000; in the data active = inhibition above about 21%;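 note: 0% = enzyme with no compound and 100% = no enzyme blank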
C1s block: blocks human complement C1s protease activity. purified C1s, fluorogenic AMC substrate, pooled mixtures. mean inhibition % of two 10-compound mixtures (hits give high values), % at 5 µM (by protocol). hit rate 0.16% among 62,000. AID 538;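 active = inhibition above 20% in each of the two 10-compound mixture wells holding the compound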;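 note: 0% = enzyme wells lacking compound mixture and 100% = no-enzyme blank wells; some compounds called inactive have numbers as strong as hits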
Cathepsin G inh: inhibitors of human cathepsin G; P08311; purified enzyme, AMC-tetrapeptide fluorescence, pooled mixtures; inhibition, % at 5 µM (by protocol); hit rate 0.2% among 62,000;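 active = inhibition above 20% in each of the two mixture wells holding the compound; inactive = inhibition of 20% or less in either well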;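 note: 0% = enzyme control without mixture and 100% = blank lacking enzyme; strong numbers were not always called active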
Target sequence (P08311 21-244 limits assumed): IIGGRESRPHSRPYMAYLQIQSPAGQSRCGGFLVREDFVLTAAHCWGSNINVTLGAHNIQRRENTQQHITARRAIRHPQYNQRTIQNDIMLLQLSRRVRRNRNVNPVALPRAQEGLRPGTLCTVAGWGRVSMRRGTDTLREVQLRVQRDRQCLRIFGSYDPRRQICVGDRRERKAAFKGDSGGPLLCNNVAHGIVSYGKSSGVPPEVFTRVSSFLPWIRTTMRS
FXIa mix inh: inhibitors of human coagulation factor XIa, pooled mixtures | P03951 | purified FXIa, fluorogenic substrate | inhibition, % at 5 µM | hit rate 0.19% among 62,000;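 note: each value is inhibition by a whole ten-compound pool holding the compound; 0% = enzyme with no mixture and 100% = wells lacking enzyme; strong numbers were not always called active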
A340 absorber: compound absorbs light at 340 nm. compound absorbance at 340 nm, fold over control. fold change at 10 µM. 65,000 tested, under 10 active. AID 708;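 active = at 10 µM dose, initial 340 nm absorbance at least 2 fold that of control wells; inactive = change under 2 fold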;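 note: initial absorbance extrapolated from kinetic A340 decline of NADH oxidation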
Starred values were filed as active, the others as inactive. Cut-off read from the data, not from the text of the source, unless noted: active = inhibition above about 20% (passing the limit was not always enough); inactive = the rest. An excerpt; rates above refer to the full screens.

`CC(Oc1ccccc1)C(=O)NC1CC(C)(C)NC(C)(C)C1` (stereo not given) gave CatL inh -8, FXIIa mix inh -3, CatB mix inh 7, CatS inh 9, CatB block 6, C1s block 16, Cathepsin G inh 14, FXIa mix inh 10 and A340 absorber 1.1.
CCC1Oc2ccc(C)cc2N(Cc2cccc(C)c2)C1=O (stereo not given) was read as CatL inh 24, FXIIa mix inh 12, CatB mix inh -1, CatS inh 11, CatB block 3, C1s block 5, Cathepsin G inh 6, FXIa mix inh 7 and A340 absorber 1.
`CCOC(=O)c1c(NC(=O)c2ccc(Br)o2)sc2c1CCCC2` gave CatL inh -14, FXIIa mix inh 9, CatB mix inh -4, CatS inh -3, CatB block -3, C1s block -2, Cathepsin G inh -1, FXIa mix inh 6 and A340 absorber 1.1.
For CCC1CCCCN1C(=O)c1nn2cccnc2c1Cl (stereo not given) the results were CatL inh 13, FXIIa mix inh 8, CatB mix inh -3, CatS inh 9, CatB block 3, C1s block -3, Cathepsin G inh 1, FXIa mix inh 11 and A340 absorber 1.
Cc1ccc(Cc2cnc(N)s2)o1 was read as FXIIa mix inh 1, CatB mix inh 2, CatS inh 13, CatB block 5, C1s block -4, Cathepsin G inh 11, FXIa mix inh -7 and A340 absorber 1.
`CC1(C)NC(=O)N(CC(O)CN(Cc2ccccc2)Cc2ccccc2)C1=O` (stereo not given) gave CatL inh 0, FXIIa mix inh 10, CatB mix inh -7, CatS inh 8, CatB block 3, C1s block 4, Cathepsin G inh 6, FXIa mix inh 0 and A340 absorber 1.
CCc1ccc2nc(NC(=O)c3ccc4c(=O)[nH]c(CN5CCOCC5)nc4c3)sc2c1 was read as CatL inh 13, FXIIa mix inh 4, CatB mix inh -11, CatS inh -12, CatB block 5, C1s block -178, Cathepsin G inh -13, FXIa mix inh -19 and A340 absorber 0.98.
C=CCn1c(SCn2nnc3ccccc3c2=O)nnc1-c1ccc(Cl)cc1 was read as CatL inh 17, FXIIa mix inh 0, CatB mix inh 4, CatS inh 1, CatB block 1, C1s block 9, Cathepsin G inh 8, FXIa mix inh 12 and A340 absorber 0.99.
Cc1ccc(-n2ncc(C(=O)NCc3ccc4c(c3)OCO4)c2NC(=O)c2ccco2)cc1C was read as CatL inh 5, FXIIa mix inh -19, CatB mix inh -5, CatS inh 11, CatB block 16, C1s block 4, Cathepsin G inh 10, FXIa mix inh 3 and A340 absorber 1.
`Cc1cc(=O)oc2c1c(C)nn2-c1ccc(C(=O)OC(C)C)cc1` gave CatL inh 14, FXIIa mix inh 8, CatB mix inh 2, CatS inh -14, CatB block -4, C1s block -13, Cathepsin G inh 3, FXIa mix inh 1 and A340 absorber 0.99.
`Cc1csc(NC(=O)c2cccc(S(=O)(=O)N3CCCCC3)c2)n1` gave CatL inh 1, FXIIa mix inh 6, CatB mix inh 3, CatS inh -5, CatB block 7, C1s block 3, Cathepsin G inh 0, FXIa mix inh 5 and A340 absorber 1.
CCOc1ccccc1NC(=O)CC1NCCNC1=O (stereo not given) was read as CatL inh -1, FXIIa mix inh 4, CatB mix inh 4, CatS inh 14, CatB block -1, C1s block -1, Cathepsin G inh 0, FXIa mix inh 10 and A340 absorber 1.
O=S(=O)(c1ccccc1)c1nc(-c2ccco2)oc1NCCCN1CCOCC1 was read as CatL inh -4, FXIIa mix inh 21, CatB mix inh 4, CatS inh -6, CatB block 1, C1s block 5, Cathepsin G inh 8, FXIa mix inh 8 and A340 absorber 1.
CCOC(=O)N1CCN(C(=O)CS(=O)(=O)c2cn(Cc3ccccc3C)c3ccccc23)CC1 was read as CatL inh -2, FXIIa mix inh 15, CatB mix inh 7, CatS inh 1, CatB block 3, C1s block -21, Cathepsin G inh 9, FXIa mix inh 0 and A340 absorber 1.1.
O=C1CCC(C(=O)Nc2ccc(OC(F)F)cc2)N1 (stereo not given) was read as CatL inh 14, FXIIa mix inh 7, CatB mix inh 6, CatS inh 7, CatB block 0, C1s block 2, Cathepsin G inh 1, FXIa mix inh 7 and A340 absorber 0.98.
For COC(=O)C(C)n1cnc2c(nnn2Cc2ccc(Cl)cc2)c1=O (stereo not given) the results were CatL inh -3, FXIIa mix inh 0, CatB mix inh 3, CatS inh -3, CatB block 1, C1s block 16, Cathepsin G inh 12, FXIa mix inh 8 and A340 absorber 0.99.
COCC(C)n1c(SCC(=O)NC(=O)Nc2ccc3c(c2)OCCO3)nc2ccccc2c1=O (stereo not given) was read as CatL inh 0, FXIIa mix inh 6, CatB mix inh -14, CatS inh -17, CatB block -2, C1s block -72, Cathepsin G inh -14, FXIa mix inh -19 and A340 absorber 1.
Cc1cc(C(=O)Cn2nnc3ccccc3c2=O)c(C)n1Cc1cccs1 was read as CatL inh 27, FXIIa mix inh -7, CatB mix inh -2, CatS inh 5, CatB block 4, C1s block -18, Cathepsin G inh 3, FXIa mix inh 1 and A340 absorber 1.
For COc1cc(Cl)ccc1NC(=O)COc1ccccc1C(=O)N1CCN(c2ccc(O)cc2)CC1 the results were CatL inh 22, FXIIa mix inh 9, CatB mix inh -2, CatS inh 1, CatB block 5, C1s block 6, Cathepsin G inh 3, FXIa mix inh 3 and A340 absorber 1.
O=C(CN1CCN(C2CCCCC2)CC1)NCCC1=CCCCC1 was read as CatL inh 2, FXIIa mix inh -10, CatB mix inh 1, CatS inh 0, CatB block 0, C1s block 11, Cathepsin G inh 8, FXIa mix inh 6 and A340 absorber 1.
COc1ccc(Cc2nnn(CC(=O)O)n2)cc1 was read as CatL inh -3, FXIIa mix inh 11, CatB mix inh 0, CatS inh -8, CatB block 5, C1s block 11, Cathepsin G inh 9, FXIa mix inh 5 and A340 absorber 0.97.
CCOC(=O)c1[nH]c2ccccc2c1NC(=O)c1ccco1 was read as CatL inh 11, FXIIa mix inh 0, CatB mix inh 6, CatS inh 15, CatB block 0, C1s block 7, Cathepsin G inh 5, FXIa mix inh 7 and A340 absorber 1.
For CN(C(=O)c1cccc(C#N)c1)c1nnc(-c2ccncc2)s1 the results were CatL inh 19, FXIIa mix inh -18, CatB mix inh -3, CatS inh -4, CatB block 5, C1s block 13, Cathepsin G inh 9, FXIa mix inh 4 and A340 absorber 1.
`COc1cc(-c2nnc(-c3cccnc3)o2)cc(OC)c1OC` gave CatL inh -3, FXIIa mix inh -12, CatB mix inh -9, CatS inh -16, CatB block 1, C1s block -46, Cathepsin G inh -16, FXIa mix inh -14 and A340 absorber 1.1.
Screening Cc1cc(C)n2nc(SCc3cc(=O)n4c(C)cccc4n3)nc2n1 returned FXIIa mix inh 2, CatB mix inh 5, CatS inh -2, CatB block 5, C1s block 16, Cathepsin G inh 12, FXIa mix inh 1 and A340 absorber 1.1.
`CCCn1c(C)cc(=O)c2cc(NC(=O)c3cnccn3)ccc21` gave CatL inh 21, FXIIa mix inh 1, CatB mix inh -1, CatS inh 7, CatB block 4, C1s block 10, Cathepsin G inh 6, FXIa mix inh 3 and A340 absorber 1.
CC[N+](C)(C)Cc1ccccc1Br was read as CatL inh -1, FXIIa mix inh 7, CatB mix inh -8, CatS inh -10, CatB block 5, C1s block -22, Cathepsin G inh -3, FXIa mix inh 2 and A340 absorber 0.99.
`CC(=O)N1CCN(c2ccc(NC(=O)c3ccc(C(C)(C)C)cc3)cc2)CC1` gave CatL inh 25, FXIIa mix inh 8, CatB mix inh 2, CatS inh 5, CatB block 2, C1s block -51, Cathepsin G inh -8, FXIa mix inh 3 and A340 absorber 1.
For O=C(Nc1cccc(Br)c1)c1cc2ccccc2o1 the results were CatL inh 1, FXIIa mix inh 4, CatB mix inh 1, CatS inh -7, CatB block 3, C1s block 2, Cathepsin G inh 6, FXIa mix inh 0 and A340 absorber 1.1.
Screening COc1ccc(NC(=O)CN2C(=O)CC(C)(C)S(=O)(=O)c3ccccc32)cc1 returned CatL inh -7, FXIIa mix inh 6, CatB mix inh -2, CatS inh -1, CatB block 0, C1s block -45, Cathepsin G inh -11, FXIa mix inh 0 and A340 absorber 1.1.
CC(C)(C)C1CCC2(CC1)C(C#N)=C(SCC(=O)NC1CCCCC1)NC(=O)C2C#N (stereo not given) was read as CatL inh -6, FXIIa mix inh 0, CatB mix inh 6, CatS inh -4, CatB block 4, C1s block -5, Cathepsin G inh 19, FXIa mix inh 5 and A340 absorber 1.1.
For Cn1c(Cn2c(=O)sc3ccccc32)nnc1SCC(=O)N1CCCCCC1 the results were CatL inh 17, FXIIa mix inh -4, CatB mix inh 2, CatS inh 11, CatB block -5, C1s block -8, Cathepsin G inh 7, FXIa mix inh -1 and A340 absorber 1.1.
Screening COC(=O)c1cnn2c(C(F)(F)F)cc(-c3ccc(F)cc3)nc12 returned CatL inh -10, FXIIa mix inh 1, CatB mix inh 2, CatS inh -2, CatB block 1, C1s block -17, Cathepsin G inh -3, FXIa mix inh -2 and A340 absorber 1.1.
For CC(=O)Nc1cc(OC(C)=O)c2nonc2c1OC(C)=O the results were CatL inh -9, FXIIa mix inh 10, CatB mix inh 7, CatS inh -5, CatB block -2, C1s block 2, Cathepsin G inh -1, FXIa mix inh 5 and A340 absorber 1.1.
Screening O=c1ccc2ccc(OCc3nnc(-c4ccccc4Br)o3)cc2o1 returned FXIIa mix inh 13, CatB mix inh 1, CatS inh -4, CatB block 5, C1s block -21, Cathepsin G inh 4, FXIa mix inh -8 and A340 absorber 1.
For Cc1nn(CCCC(=O)N2CCc3ccccc3C2)c(=O)c2cc3sccc3n12 the results were CatL inh 18, FXIIa mix inh 7, CatB mix inh 3, CatS inh 6, CatB block 4, C1s block 2, Cathepsin G inh 4, FXIa mix inh 4 and A340 absorber 1.1.
`O=C(NCc1ccc2c(c1)OCO2)c1ccc2c(c1)C(=O)N(CC1CCCO1)C2=O` (stereo not given) gave CatL inh 1, FXIIa mix inh 6, CatB mix inh -2, CatS inh -6, CatB block 3, C1s block -3, Cathepsin G inh -4, FXIa mix inh 6 and A340 absorber 1.
Cc1oc(-c2ccccc2F)nc1CN1CCC(C(=O)NCc2cccs2)CC1 was read as CatL inh 6, FXIIa mix inh 9, CatB mix inh 4, CatS inh 0, CatB block 3, C1s block 10, Cathepsin G inh 10, FXIa mix inh 5 and A340 absorber 1.1.
Oc1ccc(N2CCN(c3ncnc4sc5c(c34)CCC5)CC2)cc1 was read as CatL inh 10, FXIIa mix inh 0, CatB mix inh 4, CatS inh 13, CatB block 6, C1s block 12, Cathepsin G inh 8, FXIa mix inh 9 and A340 absorber 1.
For CCN(CC)CCCNc1cc2n(c(=O)n1)CCc1cc(OC)c(OC)cc1-2 the results were CatL inh -74, FXIIa mix inh 8, CatB mix inh 8, CatS inh -4, CatB block -1, C1s block 2, Cathepsin G inh 8, FXIa mix inh 5 and A340 absorber 1.1.
CCOC(=O)c1c(C)c(C(=O)NCCCOC)c(C)n1C was read as CatL inh 1, FXIIa mix inh 12, CatB mix inh 5, CatS inh 12, CatB block -4, C1s block -11, Cathepsin G inh -3, FXIa mix inh 3 and A340 absorber 0.94.
Screening O=C(CC1(O)C(=O)Nc2ccccc21)c1ccc(-n2cccc2)cc1 (stereo not given) returned CatL inh 3, FXIIa mix inh 4, CatB mix inh -4, CatS inh 5, CatB block 2, C1s block -32, Cathepsin G inh -1, FXIa mix inh 3 and A340 absorber 1.1.
`CSc1nnc(-c2ccccc2)c(=O)[nH]1` gave CatL inh -3, FXIIa mix inh 9, CatB mix inh 0, CatS inh -6, CatB block 2, C1s block -8, Cathepsin G inh -3, FXIa mix inh 3 and A340 absorber 1.1.

Reprinted from above (2 entries):
Screening O=C(CC1(O)C(=O)Nc2ccccc21)c1ccc(-n2cccc2)cc1 (stereo not given) returned CatL inh 3, FXIIa mix inh 4, CatB mix inh -4, CatS inh 5, CatB block 2, C1s block -32, Cathepsin G inh -1, FXIa mix inh 3 and A340 absorber 1.1.
`CSc1nnc(-c2ccccc2)c(=O)[nH]1` gave CatL inh -3, FXIIa mix inh 9, CatB mix inh 0, CatS inh -6, CatB block 2, C1s block -8, Cathepsin G inh -3, FXIa mix inh 3 and A340 absorber 1.1.

Source: PubChem (several laboratories)
